# FN deposition inh: fibronectin deposition inhibition | AH1F fibroblasts, Alexa488-fibronectin deposition fluorescence, overnight | inhibition, % at 12.6 µM | 0.086% of 350,000 active | AID 743247;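 active = mean inhibition across replicates of 30% or more, regardless of how many single replicates reach that level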;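 also: positive control wells lacked labelled fibronectin entirely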
#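 Assay system: AH1F fibroblast monolayer, labelled fibronectin deposition. Amount: 10000 cells per well. Also added: labelled fibronectin 24 nM. Compound: single-point pinned compound. Incubation: cell attachment 1 h, compound and FN exposure overnight. Detection: fluorescence after three HBSS washes, excitation 485 nm, emission 525 nm. Read-out: inhibition of fibronectin deposition signal.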
# S100A4 MyoIIA: inhibitors of human S100A4 binding to myosin IIA peptide; P26447; S100A4/TAMRA-MyoIIA peptide fluorescence polarization; inhibition, % at 10.7 µM; 0.14% of 360,000 active; AID 652163;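 active = mean inhibition of at least 70% across replicates, with every replicate also reaching that level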
# Target sequence (P26447 whole entry, looked up): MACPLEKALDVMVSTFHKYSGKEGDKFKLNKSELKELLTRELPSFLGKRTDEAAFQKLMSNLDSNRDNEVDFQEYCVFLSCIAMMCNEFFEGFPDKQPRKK
#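 Material: S100A4 monomer protein | Medium: HEPES pH 7.2 with CaCl2, KCl, NaCl, DTT, Triton | Reagent: Labelled myosin peptide probe, 5 nM | Doses: One dose per compound | Times: 5 min incubation before reading | Benchmarks: Neutral control DMSO, positive control TFP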
# E-selectin induc: induces E-selectin expression in human endothelial cells | 0.37% of 260,000 active | P16581 | HUVEC E-selectin immunofluorescence imaging; normalized: neutral wells 0, TNF-alpha wells 100 | activation, % at 7.58 µM;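 active = mean E-selectin-positive cell signal at least 10% of the positive control, reached in at least 60% of replicates, without over 20% cell loss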;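 also: in these data hits start at about 27%; measured in HUVEC primary endothelial cells; signal is the percent of cells scored E-selectin positive by PE staining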
#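 Read-out basis: % PE-positive cells; Test system: HUVEC primary endothelial cells; Technique: immunofluorescence imaging; Dosing: single-point compound dose.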
# esBAF inh: blocks esBAF chromatin remodeling in mouse ES cells; Bmi1-luciferase knock-in reporter, 24 h; 100% = twice the neutral-well signal; reporter increase, % at 12.5 µM; 2% of 350,000 active; in the data active = activation above about 40%;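 also: 0% = median of the plate's neutral control wells and 100% = double that signal; a rise in the Bmi1 reporter signal indicates esBAF inhibition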
# XiGFP reactiv: activators of X-chromosome reactivation in mouse fibroblasts | activation, % at 7.58 µM | XiGFP mouse fibroblasts, % GFP-positive cells imaging, 3 d; cells co-treated with 5-aza-dC sensitizer; scaled so ellipticine positive control = 100% | 0.055% of 360,000 active;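 active = mean normalized replicate activation at least 10% and every replicate at or above 10%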;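 also: 0% = median of on-plate neutral control wells and 100% = ellipticine 6 µM median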
#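 Material: XiGFP fibroblasts, SV40-immortalized. Buffer or medium: DMEM plus 5-aza-dC sensitizer. Compound: single concentration per compound, delivered by pin transfer. Times: 3 days compound exposure. Controls: ellipticine 6 µM.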
# RAD54 inh: blocks human RAD54 Holliday junction branch migration; 0.14% of 360,000 active; inhibition, % at 10.4 µM; AID 602329; FAM/BHQ fluorescence;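 active = mean normalized replicate activity at least 40 and at least half of replicates scoring 40 or more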;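 also: 0% = median of neutral control wells and 100% = median of positive control wells; inhibitors cause a drop in the FAM fluorescence signal; in these data hits start at about 50%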
# Target sequence (Q92698 whole entry, looked up): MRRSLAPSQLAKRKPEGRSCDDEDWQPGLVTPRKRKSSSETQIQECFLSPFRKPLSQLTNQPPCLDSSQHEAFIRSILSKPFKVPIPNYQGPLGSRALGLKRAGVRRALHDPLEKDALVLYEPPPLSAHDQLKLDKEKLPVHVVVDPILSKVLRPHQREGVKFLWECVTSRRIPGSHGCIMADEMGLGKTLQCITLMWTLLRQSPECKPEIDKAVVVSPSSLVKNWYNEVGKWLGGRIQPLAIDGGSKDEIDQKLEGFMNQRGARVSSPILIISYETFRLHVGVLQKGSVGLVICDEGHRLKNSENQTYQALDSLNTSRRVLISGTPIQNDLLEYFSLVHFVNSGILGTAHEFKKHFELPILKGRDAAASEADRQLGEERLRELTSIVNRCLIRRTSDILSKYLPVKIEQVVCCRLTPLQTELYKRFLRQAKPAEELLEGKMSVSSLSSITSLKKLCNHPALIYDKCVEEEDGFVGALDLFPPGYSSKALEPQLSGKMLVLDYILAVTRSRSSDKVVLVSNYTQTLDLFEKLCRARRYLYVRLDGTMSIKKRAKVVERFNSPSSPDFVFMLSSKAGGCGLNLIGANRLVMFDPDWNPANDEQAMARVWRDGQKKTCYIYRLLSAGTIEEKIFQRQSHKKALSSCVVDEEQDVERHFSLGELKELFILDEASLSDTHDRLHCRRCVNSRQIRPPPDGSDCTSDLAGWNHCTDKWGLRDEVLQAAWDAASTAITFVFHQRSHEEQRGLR
# EWS-Fli inh: EWS/Fli transcriptional activity inhibition. 0.67% of 350,000 active. inhibition, % at 12.6 µM. A673 NR0B1-luciferase reporter, viability-normalised;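 active = mean inhibition of at least 50% after viability correction, with every replicate also passing that limit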;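 also: firefly luciferase signal divided by Alamar Blue viability fluorescence both relative to DMSO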
# RAD52 inh: RAD52 (human) annealing inhibition. inhibition, % at 18.7 µM. recombinant RAD52 DNA annealing, FRET fluorescence. P43351. 0.46% of 360,000 active;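 active = every replicate showing at least 50% inhibition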
# Active calls of the source: *; x = no result given. Not a hit list; about 3% have a hit in one of these screens.
1. CC1CCCCC1Nc1nc2ccc(Cl)cc2n2cnnc12 (configuration not stated)
2. CCc1nnc(NC(=O)c2nn(-c3ccccc3)nc2C)s1
3. COC(=O)C[C@@H]1CC[C@H]2[C@@H](COc3ccc(NC(=O)c4ccccc4OC)cc3C(=O)N2C)O1
4. Nn1c(SCC(=O)Nc2nccs2)nnc1-c1cccnc1
5. O=c1cc(CSc2nc3ccccc3[nH]2)c2ccccc2[nH]1
6. CCOc1ccccc1NC(=O)C(c1ccccc1)N1CCN(CC(=O)N2CCCC2)CC1 (configuration not stated)
7. CCC(C)(C)n1nnnc1C(c1cc2cccc(C)c2[nH]c1=O)N1CCCC1 (configuration not stated)
8. COc1ccc2c3c(n(C)c2c1)[C@H](CO)N(CC1CCCC1)CC31CN(C(C)=O)C1

compound no.,1,2,3,4,5,6,7,8
FN deposition inh,-4,0,1,6,x,-9,x,x
S100A4 MyoIIA,-2,-3,x,3,4,-4,-7,1
E-selectin induc,0.3,x,0.1,x,x,x,x,-0.1
esBAF inh,-6,x,-6,-4,22,4,-6,x
XiGFP reactiv,0.0,-0.2,0.2,0.0,x,0.0,x,0.3
RAD54 inh,21,x,-9,1,-3,5,0,x
EWS-Fli inh,7,-3,-17,-2,-80,-5,x,1
RAD52 inh,-24,-8,x,-17,-5,-3,-19,-77

9. COc1ccccc1CCNC(=O)C(=O)Nc1cc2c3c(c1)C(C)C(=O)N3CCC2 (configuration not stated)
10. C=COc1ccc(N2C(=O)c3ccccc3OC2C)cc1 (configuration not stated)
11. CC(OC(=O)c1ccc(Cl)nc1)C(=O)N1CCc2ccccc21 (configuration not stated)
12. CCN(CC)C(=O)CSc1nc(OC)cc(=O)[nH]1
13. CC(=O)N1CCN(CC(=O)Nc2cccc(S(=O)(=O)N3CCCCC3)c2)CC1
14. CN(CC(=O)Nc1ccccc1Br)C(=O)c1ccccc1Sc1ccccc1C#N
15. O=C(NC(=S)Nc1cccc(O)c1)c1ccco1
16. C[C@H](CO)N1C[C@H](C)[C@H](CN(C)Cc2ccc(C(=O)O)cc2)Oc2c(NC(=O)NC3CCCCC3)cccc2C1=O

compound no.,9,10,11,12,13,14,15,16
FN deposition inh,8,-1,-6,2,-5,8,-2,x
S100A4 MyoIIA,-2,-3,-3,4,-1,-5,-5,-37
E-selectin induc,-0.1,x,-2.2,-0.6,x,x,0.2,x
esBAF inh,-4,7,-5,x,2,1,15,0
XiGFP reactiv,0.1,0.0,0.2,0.1,0.0,0.8,0.0,0.1
RAD54 inh,x,4,6,x,x,-18,0,2
EWS-Fli inh,-24,4,-6,-1,8,-2,-58,x
RAD52 inh,-15,10,-1,-1,-11,-7,-4,6

17. COc1ccc(NC(=O)CSc2nncs2)cc1S(N)(=O)=O
18. COc1ccc(S(=O)(=O)NCCc2c[nH]c3ccc(Cl)cc23)cc1
19. C[C@@H]1CN([C@H](C)CO)C(=O)c2cc(-c3ccccc3F)cnc2O[C@H]1CN(C)Cc1ccccc1F
20. COc1ccc(S(=O)(=O)N2CCN(Cc3cccc(F)c3)CC2)cc1
21. CC(C)NC(=O)CCCn1cc([N+](=O)[O-])cn1
22. Cc1occc1-c1nnc(SCC(=O)NC2(C#N)CCCC2)n1C
23. CCN(Cc1ccccc1)C(=O)c1ccc(N(C)S(=O)(=O)c2ccc(C)cc2)cc1
24. COc1ccc(S(=O)(=O)Oc2ccc3ccccc3c2)cc1

compound no.,17,18,19,20,21,22,23,24
FN deposition inh,3,-10,11,-2,-8,-6,-19,2
S100A4 MyoIIA,-1,-4,-11,3,-2,8,-2,2
E-selectin induc,x,2.5,0.4,0.3,1.8,x,x,5.3
esBAF inh,x,2,1,x,-10,x,-16,x
XiGFP reactiv,0.0,0.0,-0.1,0.0,0.1,0.4,0.0,0.2
RAD54 inh,x,-6,7,x,1,x,2,x
EWS-Fli inh,-11,1,7,12,8,-2,-1,-35
RAD52 inh,-6,-15,0,-32,-1,-12,7,-4

25. COc1ccc(C2=NN(C(=O)CSc3nccn3C)C(c3ccco3)C2)cc1 (configuration not stated)
26. COc1ccc(C(=O)NC(C)c2cnn(-c3ccccn3)c2C)o1 (configuration not stated)
27. CCCCCSc1nc2c(c(=O)[nH]c(=O)n2C)n1CCc1ccccc1
28. CC1=C(C(=O)OCc2ccccc2)C(c2ccc(C)cc2)NC(=O)N1 (configuration not stated)
29. COC1CCN(Cc2c(C(=O)N3C[C@@H](C)O[C@@H](C)C3)nc3ccc(Cl)cn23)CC1
30. COc1ccc(NC(=O)N(C)C[C@H]2OCCCC[C@@H](C)Oc3ccc(NC(=O)Nc4ccc(F)cc4)cc3C(=O)N([C@H](C)CO)C[C@H]2C)cc1
31. CC(C)n1nnnc1C1c2ccccc2C(=O)N1CCc1ccccc1F (configuration not stated)
32. CCC(=O)Nc1ccc2c(c1)C(=O)N(C)[C@H]1CC[C@@H](CC(=O)NCC3CC3)O[C@H]1CO2

compound no.,25,26,27,28,29,30,31,32
FN deposition inh,4,-2,x,5,-1,x,x,-6
S100A4 MyoIIA,-13,7,4,-4,1,-2,-2,-15
E-selectin induc,x,-0.1,0.0,-0.1,0.4,0.6,0.5,0.7
esBAF inh,14,20,-3,3,-4,1,x,-1
XiGFP reactiv,0.0,0.1,-0.1,0.0,0.0,0.1,0.0,0.3
RAD54 inh,-6,1,4,4,-13,-15,x,-20
EWS-Fli inh,-13,-22,-13,3,x,2,-115,5
RAD52 inh,-1,-22,-15,3,-1,31,0,2

# 2 entries from above, with each value named.
31. CC(C)n1nnnc1C1c2ccccc2C(=O)N1CCc1ccccc1F (configuration not stated)
  FN deposition inh = x; S100A4 MyoIIA = -2; E-selectin induc = 0.5; esBAF inh = x; XiGFP reactiv = 0.0; RAD54 inh = x; EWS-Fli inh = -115; RAD52 inh = 0
32. CCC(=O)Nc1ccc2c(c1)C(=O)N(C)[C@H]1CC[C@@H](CC(=O)NCC3CC3)O[C@H]1CO2
  FN deposition inh = -6; S100A4 MyoIIA = -15; E-selectin induc = 0.7; esBAF inh = -1; XiGFP reactiv = 0.3; RAD54 inh = -20; EWS-Fli inh = 5; RAD52 inh = 2

# (next part)
33. O=C(Nc1ncccn1)c1ccc([N+](=O)[O-])o1
34. CCOC(=O)C1CCCN(C2CC(=O)N(c3ccc(C)cc3)C2=O)C1 (configuration not stated)
35. Cc1cc(C)c(C)c(S(=O)(=O)N2CCN(C(=O)C3CCC3)CC2)c1C
36. C[C@H](CO)N1C[C@H](C)[C@@H](CN(C)C(=O)Nc2ccc(F)cc2)Oc2ccc(NC(=O)Cc3ccccc3)cc2C1=O
37. Cc1ccc(-n2nc3c(c2NC(=O)/C=C\c2ccc4c(c2)OCO4)CSC3)cc1
38. C[C@H]1CN([C@@H](C)CO)C(=O)c2cc(-c3ccccc3)cnc2O[C@H]1CN(C)C(=O)c1ccccn1
39. Cc1ccc(C(=O)O/N=C(\N)c2ccccn2)cc1C
40. COc1ccc2cc(C=O)n(C)c2c1

compound no.,33,34,35,36,37,38,39,40
FN deposition inh,x,x,11,x,-7,x,-3,-9
S100A4 MyoIIA,11,-1,1,7,1,8,2,-4
E-selectin induc,x,x,0.0,1.3,2.2,0.0,0.4,x
esBAF inh,x,-3,x,-2,-5,6,-71,6
XiGFP reactiv,0.0,x,0.0,-1.2,0.0,-0.8,0.1,0.1
RAD54 inh,x,-10,x,1,-6,6,-10,11
EWS-Fli inh,-4,-5,2,-1,9,-10,74*,-2
RAD52 inh,-26,-24,12,9,-10,-14,-12,-1

# Part of the list above, tab-delimited.
nr	molecule	FN deposition inh	S100A4 MyoIIA	E-selectin induc	esBAF inh	XiGFP reactiv	RAD54 inh	EWS-Fli inh	RAD52 inh
36	C[C@H](CO)N1C[C@H](C)[C@@H](CN(C)C(=O)Nc2ccc(F)cc2)Oc2ccc(NC(=O)Cc3ccccc3)cc2C1=O	x	7	1.3	-2	-1.2	1	-1	9
37	Cc1ccc(-n2nc3c(c2NC(=O)/C=C\c2ccc4c(c2)OCO4)CSC3)cc1	-7	1	2.2	-5	0.0	-6	9	-10

# Later entries.
41. CO[C@@H]1CN(C)C(=O)c2cc(NC(=O)C3CCCCC3)ccc2OC[C@@H](C)N(C(=O)c2ccccc2)C[C@H]1C
42. COc1ccc(C(=O)C2CCCN(C(=O)/C=C/c3cnc[nH]3)C2)c(C)c1 (configuration not stated)
43. S=C(NCC1CCCO1)Nc1cccc2ccccc12 (configuration not stated)
44. CCn1c(CNC(=O)c2cccnc2)cc2ccccc21
45. O=C(C[C@H]1C[C@@H]2c3cc(NC(=O)Nc4ccc(C(F)(F)F)cc4)ccc3O[C@@H]2[C@@H](CO)O1)NCc1ccc2c(c1)OCO2
46. COc1cccc(-c2cnc3c(c2)C(=O)N([C@H](C)CO)C[C@H](C)[C@H](CN(C)Cc2cccnc2)O3)c1
47. C[C@@H]1CN([C@H](C)CO)C(=O)c2cc(NC(=O)Nc3ccc(C(F)(F)F)cc3)ccc2O[C@@H]1CN(C)S(=O)(=O)c1cccs1
48. C[C@H](CO)N1C[C@H](C)[C@H](CN(C)Cc2ccc3c(c2)OCO3)Oc2ccc(NC(=O)Cc3cn(C)c4ccccc34)cc2CC1=O

compound no.,41,42,43,44,45,46,47,48
FN deposition inh,x,2,-11,0,-23,-15,-1,x
S100A4 MyoIIA,-3,3,-1,1,-4,10,x,-2
E-selectin induc,x,-3.6,x,x,-0.8,0.0,x,x
esBAF inh,3,x,7,7,-10,-4,-2,-2
XiGFP reactiv,x,0.1,0.0,0.2,0.4,0.1,0.4,-0.2
RAD54 inh,-7,10,-2,-5,6,0,x,7
EWS-Fli inh,-5,-4,-13,16,29,-4,11,-4
RAD52 inh,2,-10,-2,-44,13,-3,x,-18

49. CO[C@H](C(=O)N(C)C[C@@H]1OCc2ccccc2-c2c(n(C)c3ccccc23)C(=O)N([C@@H](C)CO)C[C@H]1C)c1ccccc1
50. O=C(COC(=O)c1ccccc1)c1ccc(Br)cc1
51. COC(=O)[C@H]1C[C@@H]1[C@H](NC(=O)[C@H]1C[C@@H]1[C@H](NC(=O)OCc1ccccc1)c1ccccc1)c1ccccc1
52. CCCOc1cccc(C2C(C(=O)c3ccc(C)o3)=C(O)C(=O)N2c2nc(C)c(C(C)=O)s2)c1 (configuration not stated)
53. O=C(O)c1ccccc1NC(=O)C1CCN(S(=O)(=O)c2cccc3nsnc23)CC1
54. Cc1cccc(NC(=S)NNC(=O)COc2ccc(Cl)cc2Cl)c1
55. COc1ccc(NC(=O)C2=C(C)Nc3nc(CCCO)nn3C2c2ccc(OC)c(OC)c2)cc1 (configuration not stated)
56. COC(=O)C[C@@H]1C[C@H]2c3cc(NC(=O)CC4CC4)ccc3O[C@H]2[C@H](CO)O1

compound no.,49,50,51,52,53,54,55,56
FN deposition inh,-14,x,-6,-4,-13,x,-4,-6
S100A4 MyoIIA,9,-5,-6,-8,38,11,-14,0
E-selectin induc,-3.5,x,0.1,-0.2,x,x,0.2,-0.1
esBAF inh,0,61*,2,7,-9,-1,x,-1
XiGFP reactiv,0.5,x,-0.2,0.2,0.1,1.3,0.1,0.1
RAD54 inh,4,8,-2,5,7,x,x,-7
EWS-Fli inh,8,-29,-6,x,1,34,2,2
RAD52 inh,4,-3,-5,-13,-1,-5,-11,-5

# Results in sequence from the entries so far.
# esBAF inh for nos. 13–23 → 2, 1, 15, 0, x, 2, 1, x, -10, x, -16

# Screening results: PubChem, Broad Institute
